mABHD4 FP = inhibits mouse alpha/beta hydrolase domain 4; purified mABHD4, FP-Rh probe fluorescence polarization; inhibition, % at 8.92 µM; 0.54% of 370,000 active; AID 720543;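 active = inhibition exceeding the mean over every tested compound plus 3 SD, cut at about 30% in these data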;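 also: 0% = plate median of compound wells and 100% = S159A mutant with DMSO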
Target sequence (Q8VD66 whole entry, looked up, the tested form may be a part): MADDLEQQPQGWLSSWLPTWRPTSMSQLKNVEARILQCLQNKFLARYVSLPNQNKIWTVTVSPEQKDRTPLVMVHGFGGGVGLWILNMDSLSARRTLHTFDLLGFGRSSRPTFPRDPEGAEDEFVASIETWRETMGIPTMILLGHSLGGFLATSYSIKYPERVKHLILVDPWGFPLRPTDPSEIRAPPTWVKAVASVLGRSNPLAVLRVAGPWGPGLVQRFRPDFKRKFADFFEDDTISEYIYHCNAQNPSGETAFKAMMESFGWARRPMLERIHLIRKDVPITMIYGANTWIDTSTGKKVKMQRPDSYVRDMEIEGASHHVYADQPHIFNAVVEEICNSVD
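Test system: mABHD4 protein; Read-out basis: % inhibition; Incubation: 45 min + 60 min at 25 °C; Repeats: single replicate; Technique: fluorescence polarization with parallel and perpendicular emission, 525/598 nm; Compound: 8.92 µM, single dose; Benchmarks: full inhibition S159A mutant plus DMSO, zero as sample-well median.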
UHRF1 MBD2 ctr = blocks human UHRF1 binding to methylated DNA; Q96T88; UHRF1 binding to methylated oligo, TR-FRET; inhibition, % at 4.4 µM; 0.75% of 370,000 active; in the data active = inhibition above about 21%;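 also: UHRF1 SRA domain binding a hemimethylated CpG hairpin DNA probe; 0% = median of test compound wells and 100% = reference inhibitor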
GC-A act = GC-A (human) enzyme activation; P16066; HEK293 GC-A cells, cGMP TR-FRET, EC30 ANP; 0% at EC30 ANP, 100% saturating ANP; activation, % at 10 µM; 0.14% of 370,000 active; AID 1671463; in the data active = activation above about 40%
TCR-CD3 inh = human TCR-CD3 binding inhibition; TAMRA-labeled TCR probe fluorescence, biochemical; 0.37% of 360,000 active; inhibition, % at 9.4 µM; in the data active = inhibition above about 19%;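 also: recombinant mutant TCR 2C K166C tagged with TAMRA read by polarization; 0% = receptor in buffer alone and 100% = receptor with positive control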
GC-B act = GC-B (human) receptor activation; HEK293-GC-B cells, CNP EC30, cGMP TR-FRET; 0% at EC30 CNP, 100% saturating CNP; activation, % at 10 µM; 0.11% of 370,000 active; AID 1920062;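 active = activation at 10 µM reaching about 35% in either raw or pattern-adjusted values, limit read from the data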
rCAG RNA binder = molecules binding r(CAG) RNA repeats | 1.3% of 370,000 active | inhibition, % at 3 µM | AID 651821 | r(CAG) RNA repeat, TO-PRO-1 dye displacement fluorescence;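 active = inhibition above the plate cutoff, the mean of all test compounds on that plate plus 3 SD, cut at about 35% in these data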;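 also: 0% = DMSO alone and 100% = 100 µM mitoxantrone as full dye displacement; higher means more dye released from RNA so lower well fluorescence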
SIAE primary = inhibitors of human sialic acid acetylesterase SIAE; SIAE FP-Rh probe binding, fluorescence polarization; 0.69% of 370,000 active; Q9HAT2; inhibition, % at 9.66 µM;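 active = inhibition above a cutoff: mean of compounds within the control limits plus 3 SD of those, cut at about 17% in these data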;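 also: 0% = plate median of compound wells and 100% = probe without SIAE protein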
PRMT1 FP inh = PRMT1 (human) inhibition, primary screen; recombinant PRMT1, activity-based probe fluorescence polarization; inhibition, % at 2.79 µM; 1.3% of 370,000 active;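 active = inhibition above about 21% made by adding two undisclosed values, limit read from the data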
Target sequence (Q99873 whole entry, looked up): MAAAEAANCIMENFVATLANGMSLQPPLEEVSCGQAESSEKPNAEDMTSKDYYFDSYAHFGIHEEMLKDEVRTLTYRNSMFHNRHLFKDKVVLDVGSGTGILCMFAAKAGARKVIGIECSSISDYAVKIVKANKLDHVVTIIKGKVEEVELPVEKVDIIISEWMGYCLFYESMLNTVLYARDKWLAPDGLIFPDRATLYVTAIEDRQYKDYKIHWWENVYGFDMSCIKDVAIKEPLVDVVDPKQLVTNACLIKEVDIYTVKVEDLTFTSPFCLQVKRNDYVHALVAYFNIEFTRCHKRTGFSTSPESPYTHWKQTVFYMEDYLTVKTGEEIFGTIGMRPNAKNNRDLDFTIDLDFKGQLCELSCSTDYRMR
HTRA1 inh = inhibitors of human serine peptidase HTRA1; 0.5% of 340,000 active; inhibition, % at 5.96 µM; recombinant HTRA1, FP-rhodamine activity-based probe, fluorescence polarization; in the data active = inhibition above about 36%;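 also: 0% = enzyme with DMSO and 100% = wells lacking enzyme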
MBD2 DNA inh = MBD2-methylated oligo binding inhibition; TR-FRET, MBD2 binding to methylated oligonucleotide; AID 686964; inhibition, % at 4.4 µM; 0.31% of 370,000 active; in the data active = inhibition above about 13%
Starred values were filed as active, the others as inactive; x = not tested or not shown. The list is partial, so the mix of outcomes need not match the whole.

#	compound	mABHD4 FP	UHRF1 MBD2 ctr	GC-A act	TCR-CD3 inh	GC-B act	rCAG RNA binder	SIAE primary	PRMT1 FP inh	HTRA1 inh	MBD2 DNA inh
1	Cc1ccc(C(=O)CCC(=O)OCc2nnc(-c3ccccc3)o2)cc1	0	-2	4	3	2	-5	-4	0	2	-3
2	COc1ccc(/C=N/NC(=O)C2C(C=C(Cl)Cl)C2(C)C)c(OC)c1 (stereo unspecified)	8	20	-6	4	-6	-4	7	-3	-25	1
3	O=C(CCc1nc2ccccc2c(=O)[nH]1)NNC(=O)c1cccc(Cl)c1	8	-3	2	-2	0	6	2	-1	1	2
4	Cc1c(OCC(=O)NCCCN2CCCC2=O)ccc2c3c(c(=O)oc12)CCC3	-3	-3	2	-5	-7	-5	5	1	1	0
5	COC(=O)CCC(C)C1CCC2C3C(OC(C)=O)CC4CC(O)CCC4(C)C3CC(O)C12C (stereo unspecified)	-2	0	-1	6	5	0	2	-6	-4	-3
6	COc1ccc(CNC(=O)COC(=O)c2ccc3ccccc3n2)cc1	-12	4	-1	-5	-4	1	1	9	-1	0
7	O=c1[nH]nc(SCc2nnc(-c3cccc(Cl)c3)o2)n1C1CCCCC1	-4	2	-5	4	2	-3	8	-3	7	-7
8	CCOC(=O)C1=C(N)OC(C)=C(C#N)C1c1ccco1 (stereo unspecified)	2	2	4	1	4	-3	0	1	-4	0
9	Nc1nonc1-n1nnc(C(=O)N/N=C/c2ccncc2)c1CSc1ccc(Cl)cc1	2	-3	1	0	1	0	-2	-2	-1	5
10	O=C(O)c1cccc(NC(=O)c2cn(-c3ccccc3)nc2-c2cc3ccccc3o2)c1	-32	0	-4	1	-10	33	-81	-3	-17	1
11	Cc1nc(NCCCN2CCOCC2)c2cnn(-c3ccccc3)c2n1	-3	1	-2	8	-8	0	0	-8	2	-1
12	COC1CCCCC1Nc1ccc(C)c(C)c1 (stereo unspecified)	4	0	2	4	-1	-4	5	0	3	-2

Single entries from the results shown.
compound 3 in HTRA1 inh reads 1
compound 4 in GC-A act reads 2
compound 6 in SIAE primary reads 1
compound 2 in HTRA1 inh reads -25
compound 12 in MBD2 DNA inh reads -2

Returning to the listing, repeating the 4 entries before the break.
#	compound	mABHD4 FP	UHRF1 MBD2 ctr	GC-A act	TCR-CD3 inh	GC-B act	rCAG RNA binder	SIAE primary	PRMT1 FP inh	HTRA1 inh	MBD2 DNA inh
9	Nc1nonc1-n1nnc(C(=O)N/N=C/c2ccncc2)c1CSc1ccc(Cl)cc1	2	-3	1	0	1	0	-2	-2	-1	5
10	O=C(O)c1cccc(NC(=O)c2cn(-c3ccccc3)nc2-c2cc3ccccc3o2)c1	-32	0	-4	1	-10	33	-81	-3	-17	1
11	Cc1nc(NCCCN2CCOCC2)c2cnn(-c3ccccc3)c2n1	-3	1	-2	8	-8	0	0	-8	2	-1
12	COC1CCCCC1Nc1ccc(C)c(C)c1 (stereo unspecified)	4	0	2	4	-1	-4	5	0	3	-2
13	O=C(O)c1cccc(S(=O)(=O)Nc2ccccc2Cc2ccccc2)c1	6	-1	1	-1	11	20	-1	1	0	1
14	O=C(CSc1ncnc2c1oc1ccccc12)NCc1ccco1	1	-12	-3	3	-2	7	3	12	-2	-8
15	Oc1ccc(Cl)cc1C=NCCc1ccccc1	-3	-1	20	-6	-1	0	-1	0	1	4
16	CC(=O)N1c2c(cc(Br)cc2S(=O)(=O)NCc2ccc3c(c2)OCO3)CC1C (stereo unspecified)	1	3	4	-1	12	4	-3	-4	9	-3
17	Cc1csc2c(SCC(=O)NNC(=O)C(Cl)Cl)ncnc12	2	-1	-3	1	-3	3	-5	0	x	-5
18	CCOc1cc(Br)c(C=O)cc1OCC	-1	-2	4	4	1	-2	-4	1	1	4
19	Cc1ncc(S(=O)(=O)c2ccc(Cl)cc2)c(N)n1	5	5	-7	-1	-2	-1	-8	7	5	7
20	CCN(CC)C(=O)C1CCCN(C(=O)Nc2ccc(NC(=O)N3CCCC(C(=O)N(CC)CC)C3)cc2)C1 (stereo unspecified)	0	20	4	-2	-2	-3	6	-1	1	0
21	Nc1ccccc1C(=O)NN=Cc1cccnc1	2	2	1	3	-2	2	5	-1	x	4
22	CC1CCN(Cc2c(C(=O)N/N=C/c3ccccc3O)nnn2-c2nonc2N)CC1	2	0	0	-10	1	3	4	2	17	3
23	Cc1cc(NC(=O)c2cccc(S(=O)(=O)N3CCCC3)c2)no1	-1	2	3	1	0	-4	1	0	-3	0
24	CCOc1cc(/C=N/NC(=O)c2cc(C)n(-c3ccc(F)cc3)c2C)ccc1O	5	-1	-2	5	-6	17	4	8	0	-2
25	CCOC(=O)/C(C#N)=C/c1cc2ccccc2nc1N1CCCCC1	3	0	10	2	0	-3	-4	-3	-15	-6
26	O=C(O)CCc1ccc(-c2ccc(Cl)cc2)n1CCC(=O)O	6	-2	2	3	1	6	1	3	2	1
27	CNC(=S)NNC(=O)c1cccn(Cc2ccccc2)c1=O	10	-1	0	45*	2	-5	-3	-1	3	2
28	CC1=Nc2cc(C(=O)NCCCOC(C)C)ccc2Sc2ccccc21	-1	0	5	3	8	-6	4	1	-3	1
29	Fc1nc(F)c(F)c(NCCCNc2c(F)c(F)nc(F)c2F)c1F	3	-1	-3	-1	-2	-3	2	-5	-5	-6
30	CC1(C)c2[nH]c3ccccc3c2C[C@@H]2C(=O)N(Cc3ccc(F)cc3)C(=O)N21	-12	-4	8	2	8	-3	2	-1	-28	-5
31	S=C(NCc1ccc(Cl)cc1)Nc1ccc(Cl)cc1Cl	-5	-1	10	6	-1	1	-5	0	-4	5
32	N#CC1(P(=O)(c2ccccc2)c2ccccc2)CCCC1	10	1	1	-1	-2	-4	-2	4	8	7
33	CS(=O)(=O)c1ccc(Cl)c(NC(=O)COC(=O)C23CC4CC(CC(C4)C2)C3)c1	-7	-1	-2	8	0	4	-1	2	-15	5
34	Cc1cccc(C(=O)OCC(=O)NC(C)CCc2ccccc2)c1 (stereo unspecified)	9	4	-4	-5	1	-5	-5	6	-14	-3
35	Cc1nn(Cc2ccc(F)cc2)c(C)c1NC(=O)c1cccnc1Cl	1	4	2	1	2	1	-3	-2	-1	-2
36	O=C(COc1ccc2oc(-c3ccccc3)cc(=O)c2c1)Nc1ccccc1	1	-2	-13	6	-6	2	0	1	11	-1
37	Cc1cccc(C(=O)Nc2cccnc2Cl)c1	-4	4	-2	4	-5	-2	10	-5	1	-5
38	O=C(CN1C(=O)c2ccccc2S1(=O)=O)Nc1ncccn1	0	0	-2	2	3	-1	8	-2	-1	-1
39	CN1CCN(C(=O)C2CCC(CNS(=O)(=O)c3cccc4cccnc34)CC2)CC1 (stereo unspecified)	8	-1	3	0	0	2	1	-1	-5	2
40	O=c1[nH]nc(Cc2ccc(Cl)cc2Cl)c2ccccc12	-11	-1	2	1	12	-5	8	-1	-2	-2
41	CN(C)CCCNC(=S)NCCNc1nc2cc3c(cc2cc1C#N)OCO3	4	-3	5	-7	2	6	-5	5	5	1
42	CN(C)Cc1nnnn1-c1ccccc1	0	4	4	1	4	-2	-1	-1	-2	4
43	O=C(NNc1cccc(Cl)c1)c1cccnc1Oc1ccccc1	-4	-1	1	10	-2	1	2	2	0	-4
44	COC(=O)c1ccccc1NC(=O)C1CC=CCC1C(=O)O (stereo unspecified)	-18	5	5	-6	1	2	6	8	3	7
45	CCc1cc(=O)oc2c3c(cc(OCC(=O)NCc4ccccn4)c12)OC(C)(C)CC3	0	-2	-3	9	-20	-4	-1	-8	-8	-7
46	COc1ccc(N2C(=O)CSC2c2cccc(F)c2)c(OC)c1 (stereo unspecified)	4	-2	-18	9	-7	-6	-3	-1	-1	0
47	Cc1cccc(C)c1NC(=O)C(C)N1CCCC1 (stereo unspecified)	3	0	1	0	0	6	4	-1	3	-3
48	O=C(Cn1ccnc1[N+](=O)[O-])NCc1ccccc1	-7	-1	1	3	6	2	-10	-4	1	1
49	FC(F)(F)c1ccc(/C=N/n2c(COc3ccccc3)n[nH]c2=S)cc1	-11	-3	-4	1	-5	51*	4	14	-5	-5
50	Cc1c(-c2ccccc2)sc(N)c1C(=O)N1CCOCC1	2	1	-1	2	5	7	2	12	5	-4
51	Cc1cc(C)nc(SCCCNCc2c(F)cccc2Cl)n1	2	1	-2	6	-1	-9	-4	-1	5	3
52	O=C(Nc1ccccn1)c1ccc(NC(=O)c2ccco2)cc1	8	-2	1	0	-5	-3	-2	-1	-2	1
53	O=[N+]([O-])c1ccc(N2CCN(c3ccc(O)cc3)CC2)cn1	26	-6	-6	4	-5	5	7	15	2	-2
54	Nc1ccc(S(=O)(=O)N2CCCc3ccccc32)cc1	-6	3	-1	-5	-8	5	1	-3	-8	-6
55	CC(OC(=O)CNC(=O)c1sc2ccccc2c1Cl)C(=O)NC1(C#N)CCCCC1 (stereo unspecified)	-11	1	1	2	-3	0	-1	-4	-1	-5
56	O=C(CNC(=O)Cc1ccc(Cl)cc1)NCC(=O)N1CCCCC1	-2	2	-1	-6	-3	-3	2	1	1	6
57	Nc1ccc(S(=O)(=O)NNC(=O)C(=O)NNc2ccccn2)cc1	15	1	2	-2	4	3	-5	-3	-6	-1
58	COc1ccc(NC(=O)C(C2CC2)n2c(=O)c(-c3ccco3)nc3ccccc32)cc1 (stereo unspecified)	-3	-3	0	2	3	15	-2	4	x	-4
59	COc1cc(CNc2ncnc3c2ncn3[C@H]2CN(Cc3cccc4ccccc34)C[C@@H](CO)O2)cc(OC)c1OC	-12	-1	-3	5	-3	8	-4	2	x	1
60	COc1ccc(/C=C2\CCOC2=O)cc1	0	-7	-1	4	4	-3	-2	-3	5	-4
61	COc1cc(N2C(=O)CSC2=S)cc(OC)c1OC	-10	-3	4	-17	1	4	-21	8	-3	2
62	CN(CCO)C(=O)CCC(=O)Nc1ccc(S(N)(=O)=O)cc1	4	2	3	-2	4	-3	-3	-2	0	6
63	CC1(C)CC(=O)N(CC(=O)O)c2ccccc2S1	4	0	7	3	2	0	2	0	-4	8
64	COc1cc(CNCCO)cc(Br)c1OCc1cccs1	15	1	0	0	-2	4	-2	-1	4	-2
65	O=C(Nc1ccc(N2CCCCCC2)cc1)c1cccc(S(=O)(=O)N2CCOCC2)c1	7	-3	1	-5	1	9	6	2	14	-1
66	CN1CCc2c(sc3c2C(=O)NC(c2ccccc2)N3)C1 (stereo unspecified)	5	-3	1	-9	-1	-3	-14	9	9	-2
67	COc1ccc(COc2ccc(S(=O)(=O)N3CCCC3)cc2C(N)=O)cc1F	-2	2	4	-3	-6	0	2	-1	5	6
68	CC(C)(C)NC(=O)NC(=O)COC(=O)COc1ccc2c(c1)CCC2	-4	1	4	5	2	-4	-8	3	26	2
69	O=C(CCc1[nH]c2ccccc2c1Sc1ccccc1)NCCO	-12	7	43*	2	16	6	-4	4	6	11
70	CCN(CC)CCCNc1nc2cc(OC)c(OC)cc2c2nc(-c3ccccc3)nn12	-2	35*	-7	-17	-1	13	-2	-1	-1	35*
71	NC(=O)C1(N2CCCCC2)CCN(C(=O)c2ccc(C#CC3(O)CCCCC3)cc2)CC1	-5	0	3	-8	5	-20	0	-1	3	-2
72	CCC(=NCCc1ccc(OC)c(OC)c1)c1ccccc1O	-6	-3	1	9	3	2	7	0	5	2
73	CCOC(=O)Oc1ccc2c(=O)c(Oc3cc(C)cc(C)c3)coc2c1	-1	-2	0	-3	2	0	3	-4	49*	-4
